Screens as filed in PubChem BioAssay.
FECH inh – human FECH heme synthesis enzyme inhibition; P22830; purified FECH, Ni-mesoporphyrin absorbance 550 nm; calls only at 10 µM (by protocol); 3.3% of 20,000 active;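 active = enzyme reaction rate more than 3 SD below the solvent-only control wells on the same plate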;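 also: lower slope than DMSO wells means FECH inhibition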
Target sequence (P22830 whole entry, looked up): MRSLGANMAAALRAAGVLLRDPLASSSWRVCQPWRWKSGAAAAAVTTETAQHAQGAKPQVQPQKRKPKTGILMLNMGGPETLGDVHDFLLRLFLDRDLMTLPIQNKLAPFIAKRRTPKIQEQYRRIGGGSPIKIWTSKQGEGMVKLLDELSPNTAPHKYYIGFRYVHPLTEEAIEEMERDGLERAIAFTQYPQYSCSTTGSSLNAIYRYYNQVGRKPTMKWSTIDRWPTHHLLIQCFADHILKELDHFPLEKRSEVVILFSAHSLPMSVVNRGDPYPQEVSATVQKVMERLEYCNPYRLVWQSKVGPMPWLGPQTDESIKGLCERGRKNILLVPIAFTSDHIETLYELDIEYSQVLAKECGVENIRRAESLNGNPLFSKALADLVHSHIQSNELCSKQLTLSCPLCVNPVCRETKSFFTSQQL
Calls only; i = inactive; + = active, no number.

SMILES	FECH inh
COCc1nc2cccnc2n1C1CCN(S(=O)(=O)c2ccc(F)cc2)CC1	i
Cc1nc(CN2CCN(c3nc(C(C)(C)C)nc4c3cnn4C)CC2)no1	i
CCn1cc(CN(Cc2ccsc2)C(C)C)cn1	i
CCc1cc(Sc2ccccc2NC(=O)c2ccc(OC)c(OC)c2)n2nc(C)nc2n1	i
Cc1cc2c(cc1CN1CCC(CNC(=O)C3CNC3)C1)OCCO2 (configuration not stated)	i
O=C(NCCc1c[nH]c2ccccc12)c1nc[nH]c1C(=O)NCc1ccccc1	+
COc1ccc(Cl)cc1S(=O)(=O)N1CCN(Cc2nc3cccnc3n2-c2ccccc2)CC1	i
COCCNC(=O)c1ccc(Cn2c(=O)c3cc(OC)c(OC)cc3n(CC(N)=O)c2=O)cc1	i

Later entries
SMILES	FECH inh
CN1C(=O)c2cc(C(=O)NCc3cccc(F)c3)nn2CC1(C)C(=O)NCc1ccc(F)cc1 (configuration not stated)	i
CCc1nn(-c2ccccc2)c(NC(=O)C2CCCCn3nnnc32)c1C (configuration not stated)	i
Cc1noc(C)c1-c1nc(CC(C)C)nn1-c1ccc2c(c1)OCO2	i
CNc1cc(C)nc(NCc2cc(C)cc3c(C)c(C)[nH]c23)n1	i
Cc1cnccc1N1CCCN(C(=O)Nc2nncs2)CC1	i
COc1ccc(CN2CCN(c3cc(OC)ncn3)CC2=O)cc1	i
O=C(c1cc(C2CC2)[nH]n1)N1CCCC(Cc2nc3ccccc3[nH]2)C1 (configuration not stated)	i
Cn1cc(C(=O)NCCSc2cn[nH]n2)c2ccccc21	i

Six entries picked at random from the list so far:
SMILES	FECH inh
CNc1cc(C)nc(NCc2cc(C)cc3c(C)c(C)[nH]c23)n1	i
CN1C(=O)c2cc(C(=O)NCc3cccc(F)c3)nn2CC1(C)C(=O)NCc1ccc(F)cc1 (configuration not stated)	i
COc1ccc(CN2CCN(c3cc(OC)ncn3)CC2=O)cc1	i
O=C(c1cc(C2CC2)[nH]n1)N1CCCC(Cc2nc3ccccc3[nH]2)C1 (configuration not stated)	i
CCc1nn(-c2ccccc2)c(NC(=O)C2CCCCn3nnnc32)c1C (configuration not stated)	i
Cc1cnccc1N1CCCN(C(=O)Nc2nncs2)CC1	i

Going on with the list.
SMILES	FECH inh
Cc1cc(NC(=O)c2ccccc2C(F)(F)F)n(-c2ncnc3c2cnn3-c2cccc(Cl)c2)n1	i
O=c1c(NCc2cccs2)c(-c2ccc3c(c2)CCCC3)c1=O	i
CCc1c(C)nc2ncnn2c1Sc1ccc(NC(=O)Nc2ccc(F)cc2)cc1	i
C=CCOc1c(Cl)cc(CN(C)C(C)c2ccon2)cc1Cl (configuration not stated)	i
CC1=CC(c2ccccc2)n2nc(NS(=O)(=O)c3ccc(C)cc3)nc2N1 (configuration not stated)	i
CC(c1cccc(-c2ncc(F)c(N(C)C)n2)c1)N1CCCC1 (configuration not stated)	i
Cc1ccccc1C(CNC1CCSCC1)N(C)C (configuration not stated)	i
O=C(Cc1ccsc1)N(C/C=C/c1ccccc1)CCO	i

Next section
SMILES	FECH inh
CC(C)C(NC1CSCCSC1)c1nccn1C (configuration not stated)	i
CS(=O)(=O)c1ccc(Cc2nc(CCc3ccccc3)n[nH]2)cc1	i
COc1ccc(N2C(=O)CCS2(=O)=O)cc1S(=O)(=O)Nc1ccc(Oc2ccccc2)cc1	i
COc1ccccc1CNC(=O)CNCC1(C)CC(C)=NO1 (configuration not stated)	i
CN(C)C1CCCN(C(=O)c2cccc(-c3ncc[nH]3)c2)CC1 (configuration not stated)	i
Cc1ccc(N2CCCS2(=O)=O)cc1NC(=O)c1cccc(Br)c1	i
CCC(=O)Nc1ccccc1-c1nnc(SC(CC)C(=O)Nc2ccc(C)cc2C)[nH]c1=O (configuration not stated)	i
COc1ccccc1CNC(=O)C1CCCN1S(=O)(=O)c1cc2c(cc1C)NC(=O)CO2 (configuration not stated)	i

Remaining list, next part
SMILES	FECH inh
CN1CC2(CCCN(C(=O)c3[nH]cnc3-c3ccccc3)CC2)OC1=O (configuration not stated)	i
OCC#Cc1ccc(-c2nccn2CCN2CCOCC2)s1	i
Cc1ccc2nc(C)c(C(=O)NCC(O)c3ccccc3)cc2c1 (configuration not stated)	i
O=C1CCC(NCc2ccc(-n3cncn3)cc2)CCN1Cc1ccccc1 (configuration not stated)	i
CCN(Cc1ccncc1)C(=O)C(c1cccc(C)c1)N(C)C (configuration not stated)	i
O=C(Nc1nc2n(n1)C(c1ccc(Cl)cc1)C=C(c1ccc(Cl)cc1)N2)c1ccccc1 (configuration not stated)	i
COc1ccc(N2CCN(C(=O)C3CCCN(c4ncnc5c4nc4n5CCCCC4)C3)CC2)cc1 (configuration not stated)	i
CC(=O)Nc1ccc(CNC(=O)CN2CCC[C@H]2CN2CCCC2)cc1	i

(listing goes on)
SMILES	FECH inh
CC(C)CN1CCCC(CNC(=O)c2cc(=O)c3ccccc3o2)C1 (configuration not stated)	i
Cc1ccc(-c2cc(C(=O)Nc3ccc(S(N)(=O)=O)cc3)no2)cc1	i
Cc1cccc(CN2CCCN(CC(=O)Nc3cccc(Br)c3)S2(=O)=O)c1	i
O=C(CCNCC1(c2cccc(F)c2)CCOCC1)Nc1cccnc1	i
CC(C)c1nc(CS(C)(=O)=O)n(-c2cccc3cccnc23)n1	i
OCCN1CCN(c2nc(Nc3ccc4c(c3)OCO4)c3cnn(-c4ccccc4)c3n2)CC1	i
Cc1ccc(CNC(=O)N2CCC(n3cnc4cccnc43)CC2)cc1	i
Cc1nc2ncnn2c(Sc2ccc(NC(=O)Nc3ccc(F)cc3F)cc2)c1C	i

(more compounds)
SMILES	FECH inh
CCOC(=O)C1CCC(CNC(=O)Nc2c(C)nc3nc[nH]n3c2=O)CC1 (configuration not stated)	i
COc1cccc(Cn2c(CNS(=O)(=O)c3ccc(Cl)cc3)nc3cccnc32)c1	i
CCCCNc1cc(C(C)C)nc2nc(-c3cccnc3)nn12	i
CN1CCCn2nc(C(=O)NCCN3CCC(c4ccccc4)C3)cc2C1 (configuration not stated)	i
Cc1cccc(C)c1OC1CN(C(=O)CSc2nnc(N)s2)C1	i
CCCc1cnc(C)nc1N1CCN(C/C(C)=C/c2ccco2)CC1	i
CCS(=O)(=O)N1CCN(c2cc(-c3cccc(C)c3)ncn2)CC1	+
Cn1nnc2cc(C(=O)Nc3ccc(S(N)(=O)=O)cc3)ccc21	i

More results.
SMILES	FECH inh
Cc1ccnc(CC(C)N(C)C(=O)c2cccc(=O)[nH]2)c1 (configuration not stated)	i
CCC1=C(c2ccc(OC)cc2)S(=O)(=O)N(CC(=O)NCc2ccccc2OC)C1=O	i
CN(C)c1ccc(CNS(=O)(=O)c2cc(C(=O)N3CCCC3)cs2)cc1	i
CC1(C(=O)NC2CCCC2)COc2c(oc3ccccc23)C(=O)N1Cc1ccccc1F (configuration not stated)	i
CSc1nc(Nc2ccc(Oc3ccccc3)cc2)c(C#N)c(-c2ccccc2)n1	i
CCOC(=O)Cn1c(=O)n(-c2ccc(C)c(C)c2)c2nc(-c3ccccc3F)nc(C(N)=O)c21	i
COCCCNc1nc(Nc2ccc(Cl)cc2)c2cnn(-c3ccccc3)c2n1	i
Cc1ccc2nc(C)c(C)c(C(=O)NCCN(C)S(C)(=O)=O)c2c1	i

Next records
SMILES	FECH inh
COc1ccc(CNC(=O)c2cc3n(n2)CC(C)(C(=O)NCc2ccc(C)cc2)N(C)C3=O)cc1 (configuration not stated)	i
CC(C)(C)c1ccc(-c2nc3nc(CNc4cccc(C(F)(F)F)c4)cc(=O)n3[nH]2)cc1	i
O=C(c1cccc(-n2cccn2)c1)N(C/C=C/c1ccccc1)CCO	i
CCc1nccn1CCC(=O)N1CCC(c2nn(C)c(=O)n2CC)CC1	i
CC(=O)Nc1c2n(c3ccc(F)cc13)CC(C)(C(=O)NC1CCCC1)N(C1CCCCC1)C2=O (configuration not stated)	i
Cc1ccc(CN2CCCN(CC(=O)Nc3cccc(Cl)c3)S2(=O)=O)cc1	i
COC(=O)[C@@H]1C[C@@H](O)CN1C(=O)CCc1c[nH]c2ccccc12	i
CCS(=O)(=O)Nc1cnc(N2CC=C(c3ccccc3C)CC2)c(C(=O)O)c1	i

Continued:
molecule	FECH inh
CC(C)N1CCN(CCn2cnc3c(F)cccc3c2=O)CC1	i
O=C(NCCSc1ncn[nH]1)c1ccc(NC(=O)C2CCC2)cc1	i
O=C(CC1CCN(S(=O)(=O)c2ccccc2)CC1)NCCN1CCCCCC1	i
CCSCC(C)NCc1cc(-c2ccco2)on1 (configuration not stated)	i
Cc1ccc(NC(=O)CN2CCN(Cc3ccc(F)cc3Cl)S2(=O)=O)cc1	+
COc1ccc(CNC(=O)CN2c3ccc(C(C)C)cc3-c3ccccc3S2(=O)=O)cc1	+
Cc1nc2ncnn2c(Sc2ccc(NC(=O)Nc3cccc(F)c3)cc2)c1C	i
CC(NC(=O)c1cc2n(n1)CCCN(C(C)C)C2)c1nccs1 (configuration not stated)	i
Cc1cc(N2CCOCC2)nc(N2CCN(S(=O)(=O)c3ccccc3Cl)CC2)n1	i
CCc1cc(Sc2ccccc2NC(=O)Cc2ccccc2)n2nc(C)nc2n1	i
Cc1nsc(NC(=O)NCC(c2ccccc2)c2ccccc2)n1	i
Cc1cccc(-n2c(CN3CCN(S(=O)(=O)c4cccs4)CC3)nc3cccnc32)c1	i
CSCc1nc(CNC(=O)C2CCOC2)cs1 (configuration not stated)	i
CNC(=O)CCN(C)C(=O)C(O)c1ccc(C(F)(F)F)cc1 (configuration not stated)	i
CCOc1ccc(N(Cc2nc3nc(C)cc(C)n3n2)C(=O)c2ccc(C(C)(C)C)cc2)cc1	i

(next part)
molecule	FECH inh
Cc1cc(C)n2nc(CN(C(=O)C(C)(C)C)c3ccc(Cl)cc3)nc2n1	i
CCC1=C(c2ccc(OC)cc2)S(=O)(=O)N(CC(=O)NCc2cc(OC)ccc2OC)C1=O	i
COc1cc2c(cc1NC(C)=O)C(c1cc(C(C)C)ccc1OC)CC(=O)N2 (configuration not stated)	i
COCCCn1ccnc1-c1ccc(C)c2ncccc12	i
Cc1cc(N(C)C)nc(Nc2ccc(NC(=O)c3c(F)cccc3F)cc2)n1	i
CCOCCCNc1nc(Nc2ccc(C)c(C)c2)c2cnn(-c3ccccc3)c2n1	i
Cc1c(CN[C@H]2CCN(Cc3ccccc3)C2)c2ccccc2n1CC(N)=O	i
O=C(NCCc1cn2ccsc2n1)c1cn(-c2ccccc2)nn1	i
Cc1ccc(CNC(=O)CN2CCN(Cc3ccc(F)cc3Cl)S2(=O)=O)cc1	i
C=CCn1cc(CN2CCN(c3cccc(OC)c3)C(=O)C2C)c(C)n1 (configuration not stated)	i
COCC(=O)N1C[C@H]2CNC[C@@]2(C(=O)NCCc2ncccc2C)C1	i
CCOc1ccc(S(=O)(=O)Nc2cnc(N3CC=C(c4ccccc4C)CC3)c(C(=O)O)c2)cc1	i
OCc1cc(-c2nccc(C3CCCC3)n2)ccc1F	i
COc1ccc(C2C=C(c3ccccc3)Nc3nc(NC(=O)c4ccccc4)nn32)cc1 (configuration not stated)	i
CC(C)c1ccc2cc(C(=O)N3CCCC(CCN)C3)[nH]c2c1 (configuration not stated)	i

An excerpt from above in order of molar mass, ascending:
molecule	FECH inh
OCc1cc(-c2nccc(C3CCCC3)n2)ccc1F	i
C=CCn1cc(CN2CCN(c3cccc(OC)c3)C(=O)C2C)c(C)n1 (configuration not stated)	i
Cc1c(CN[C@H]2CCN(Cc3ccccc3)C2)c2ccccc2n1CC(N)=O	i
CCOc1ccc(S(=O)(=O)Nc2cnc(N3CC=C(c4ccccc4C)CC3)c(C(=O)O)c2)cc1	i

Other structures.
molecule	FECH inh
Cc1ccsc1CNc1ccccc1C(=O)NCCc1cnc[nH]1	i
CC(C)CN1CCC(NCc2nncn2C2CCCCC2)CC1	i
CC(C)NC(=O)c1nc[nH]c1C(=O)N1CCCCC1	i
Cc1cccc2ncc(C(=O)N3CC(c4cccnc4)C3)c(=O)n12	i
Cc1n[nH]c(C)c1CCc1n[nH]c(=O)n1Cc1cccs1	i
CC(=O)Nc1ccc(NC(=O)C2CCN(c3ccc(-c4cccs4)nn3)CC2)cc1	i
Cc1n[nH]c(C)c1CNC(=O)CCCn1cnc2ccccc2c1=O	i
CCOC(=O)CCC(=O)Nc1cc(C)nn1-c1ncnc2c1cnn2-c1ccc(F)cc1	i
O=C(O)C1CC(=O)N(CCCn2cncn2)C1 (configuration not stated)	i
Cc1ccc(-c2nnc(-c3nc(NC4CCS(=O)(=O)C4)c4ccccc4n3)o2)cc1 (configuration not stated)	i
CC(C)SCC(=O)N1Cc2cnc(-c3ccccc3)nc2C1	i
Cc1nc(-c2ccccc2)c(C(=O)NCCSc2nncn2C)s1	i
CCc1c(C)nc2ncnn2c1Sc1ccccc1NC(=O)Cc1ccc(OC)cc1	+
Cn1c(CNS(=O)(=O)c2ccc(C3CCCCC3)cc2)nc2cccnc21	i
Cc1cccnc1CN1CCN(Cc2cc3ccccc3o2)CC1	i

Other structures:
molecule	FECH inh
Cc1cc(C)n2nc(N(Cc3cccc(F)c3)S(=O)(=O)c3ccc(Cl)cc3)nc2n1	i
COCC(c1ccccn1)N(C)Cc1cn[nH]c1-c1ccc(F)cc1 (configuration not stated)	i
CCn1nc(C)c(CNC(=O)CN2CCC(C)=N2)c1C	i
COC(=O)[C@@H](NC(=O)N(Cc1ccncc1)C1CCN(C)CC1)C(C)C	i
O=C(c1ccco1)N1CCCN(c2nccc(N3CCCC(O)C3)n2)CC1 (configuration not stated)	i
CC(C)c1ccc(CN2CCCC(O)(CN(C)Cc3ccoc3)C2=O)cc1 (configuration not stated)	i
Cc1cnc(CNC(=O)c2oc(COc3ccccc3)cc2C)cn1	i
Cc1cc(NC(=O)C2CCCC2)n(-c2ncnc3c2cnn3-c2ccc(F)cc2)n1	i
CCc1cc(C(=O)NCc2cc(C)cc3c(C)c(CC)[nH]c23)n(C)n1	+
O=C(NCCN1CCCc2ccccc21)C1CCCN(c2ncnc3c2nc2n3CCCCC2)C1 (configuration not stated)	i
CCC(CC)n1nc(C)cc1NC(=O)Cc1ccc(S(C)(=O)=O)cc1	i

Structural class: the entries above containing a COOH group (three)
molecule	FECH inh
CCS(=O)(=O)Nc1cnc(N2CC=C(c3ccccc3C)CC2)c(C(=O)O)c1	i
CCOc1ccc(S(=O)(=O)Nc2cnc(N3CC=C(c4ccccc4C)CC3)c(C(=O)O)c2)cc1	i
O=C(O)C1CC(=O)N(CCCn2cncn2)C1 (configuration not stated)	i

An excerpt, so the mix of outcomes need not match the whole.
